CAL PDZ FP = CAL PDZ peptide-binding inhibitors, primary screen, biochemical, fluorescence polarization, Cer-tagged CAL PDZ, HTS | purified CAL PDZ, TMR-peptide fluorescence polarization, 1 h | inhibition, % at 20 µM | Golgi-associated PDZ and coiled-coil motif-containing protein (Homo sapiens), Q9HD26 | AID 504414, 2011 | hit rate 0.02% among 330,000;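 active means highest replicate inhibition of at least 40%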;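 further: plate controls were DMSO neutral control wells for no effect and unlabeled competitor peptide control wells for full effect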
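material = purified tagged CAL PDZ domain construct (CerCALP) | buffer or medium = sodium phosphate/NaCl buffer pH 7.4 with TCEP, IgG, Thesit | reagent = TMR-labelled reporter peptide T*-PRC34 bound in PDZ groove | incubation = 1 h room-temperature incubation prior to read | measured by = fluorescence polarization (mP) | evaluation = percent inhibition from loss of millipolarization | control set = unlabelled peptide and DMSO controls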
DAGLB inhibitor = DAGLB lipase inhibitors, primary screen, biochemical, fluorescence, HTS; Diacylglycerol lipase-beta (Homo sapiens), Q8NCG7; HEK293T DAGLB membrane lysate, EnzChek fluorogenic substrate; inhibition, % at 5.17 µM; hit rate 0.059% among 340,000; in the data active means inhibition above about 34%;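 further: 0% = enzyme with vehicle and 100% = wells lacking enzyme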
Target sequence (Q8NCG7 whole entry, looked up): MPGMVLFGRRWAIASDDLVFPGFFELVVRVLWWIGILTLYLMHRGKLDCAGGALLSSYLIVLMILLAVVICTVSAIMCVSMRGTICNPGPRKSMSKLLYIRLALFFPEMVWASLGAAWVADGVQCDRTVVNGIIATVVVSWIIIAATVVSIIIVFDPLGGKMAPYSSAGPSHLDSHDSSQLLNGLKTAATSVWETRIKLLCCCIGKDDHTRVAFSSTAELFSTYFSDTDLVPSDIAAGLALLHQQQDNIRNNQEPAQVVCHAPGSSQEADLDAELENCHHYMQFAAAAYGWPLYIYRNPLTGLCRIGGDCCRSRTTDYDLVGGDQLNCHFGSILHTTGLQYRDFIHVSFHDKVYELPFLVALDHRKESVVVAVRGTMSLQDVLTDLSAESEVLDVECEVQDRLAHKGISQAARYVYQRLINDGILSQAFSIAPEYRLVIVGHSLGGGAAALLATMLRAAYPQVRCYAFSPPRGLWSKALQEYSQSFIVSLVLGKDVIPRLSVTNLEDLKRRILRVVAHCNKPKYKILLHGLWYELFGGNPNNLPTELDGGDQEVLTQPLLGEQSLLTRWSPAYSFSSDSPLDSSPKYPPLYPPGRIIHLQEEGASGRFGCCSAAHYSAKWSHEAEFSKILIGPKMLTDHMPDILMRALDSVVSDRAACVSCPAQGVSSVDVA
Wnt bcat act = Wnt/beta-catenin pathway activators, primary screen, cell-based, plate reader, single point; Wnt/beta-catenin reporter cell assay, activator; activation, % at 9.35 µM; hit rate 1.2% among 300,000; AID 743398, 2014; in the data active means activation above about 30%, passing the limit was not always enough; inconclusive means no clear call, values can overlap the other calls;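 further: 0% = neutral control wells and 100% = positive control wells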
PfHsp90 yeast 2 = growth inhibition of PfHsp90-expressing yeast, primary screen, antimalarial PfHsp90 inhibitor project, S. cerevisiae, BacTiter-Glo luminescence, single point, set 2 | inhibition, % at 9.4 µM | BacTiter-Glo ATP, 48 h; yeast lacking PDR1 and PDR3 efflux regulators | AID 504621, 2011 | hit rate 0.32% among 310,000;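 active means every replicate shows inhibition above about 80%, whatever the replicate mean, limit read from the data; inconclusive means mean inhibition reaches the set limit but some replicate falls short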;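 further: 0% = DMSO neutral controls and 100% = 20 µM radicicol positive controls; yeast relying on Plasmodium falciparum Hsp90 in place of its own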
Ecoli viability = E. coli V3065 growth inhibition, primary screen, counter-screen for AddAB inhibitor project, absorbance, OD600; 18 h; inhibition, % at 11.9 µM; hit rate 0.27% among 330,000; AID 449728, 2010;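 active means inhibition above the campaign's mean inhibition across all tested compounds plus 3 SD, cut at about 9.9% in these data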;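 further: uninfected addAB+ strain grown without phage in ampicillin broth; 0% = DMSO wells and 100% = ciprofloxacin 0.95 µg/ml wells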
phage Ecoli inh = growth loss of phage-infected E. coli, primary screen, RecBCD inhibitor project, absorbance, with phage, HTS; AID 651602, 2012; inhibition, % at 11.9 µM; hit rate 0.26% among 360,000; in the data active means inhibition above about 11%
AddAB inh = growth inhibition of E. coli expressing H. pylori AddAB, primary screen, AddAB inhibitor project, absorbance | inhibition, % at 11.9 µM | hit rate 0.29% among 330,000 | AID 435030, 2010; in the data active means inhibition above about 12%;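 further: 0% = vehicle wells of infected cells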
PvdQ acylase = P. aeruginosa PvdQ acylase inhibitors, primary screen, biochemical, fluorescence, plate reader and imaging, single point; purified PvdQ acylase; PvdQ acylase [Pseudomonas aeruginosa LESB58]; AID 488965, 2010; hit rate 0.063% among 340,000; inhibition, % at 10 µM; in the data active means inhibition above about 30%, passing the limit was not always enough; inconclusive means no clear call, values can overlap the other calls;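 further: 0% = vehicle neutral wells and 100% = reference inhibitor wells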
Tat export inh = E. coli Tat export inhibitors, primary screen, MC4100, TorA-mCherry reporter, fluorescence, single point. hit rate 0.036% among 340,000. AID 488895, 2010. inhibition, % at 10 µM;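 active means mean replicate inhibition at least 50% and at least half of replicates individually reaching 50%; inconclusive means only one of the two criteria met; inactive means neither criterion met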;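 further: exported cargo escapes ClpAP degradation while cytoplasmic cargo is degraded and loses fluorescence; 0% = median of neutral control wells and 100% = median of NaSCN control wells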
Rtt109 Vps75 = inhibitors of C. albicans Rtt109/Vps75 HAT, primary screen, biochemical, ThioGlo CoA-SH fluorescence, plate reader. purified Rtt109/Vps75, 4 h. AID 540336, 2011. inhibition, % at 34.9 µM. hit rate 0.16% among 330,000. Histone acetyltransferase RTT109 (Candida albicans (strain SC5314 / ATCC MYA-2876)), …;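 active means inhibition of at least 50% in every replicate; inconclusive means best replicate reaches 50% inhibition but some replicates fall short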
Target sequence (Q5AAJ8 whole entry, looked up): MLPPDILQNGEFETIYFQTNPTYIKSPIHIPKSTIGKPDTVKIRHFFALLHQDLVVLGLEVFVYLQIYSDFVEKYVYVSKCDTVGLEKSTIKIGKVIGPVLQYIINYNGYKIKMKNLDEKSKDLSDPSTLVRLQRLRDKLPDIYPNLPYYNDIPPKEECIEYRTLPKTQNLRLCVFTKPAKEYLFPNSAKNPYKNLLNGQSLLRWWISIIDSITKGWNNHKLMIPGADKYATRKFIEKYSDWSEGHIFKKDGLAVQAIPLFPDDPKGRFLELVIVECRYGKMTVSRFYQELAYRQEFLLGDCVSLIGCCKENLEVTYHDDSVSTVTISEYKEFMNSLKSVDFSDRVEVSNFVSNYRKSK
* marks the source's active call; other numbers are inactive results; u = inconclusive; x = no result given.

SMILES	CAL PDZ FP	DAGLB inhibitor	Wnt bcat act	PfHsp90 yeast 2	Ecoli viability	phage Ecoli inh	AddAB inh	PvdQ acylase	Tat export inh	Rtt109 Vps75
COc1ccc(OC)c(C(c2nnnn2C2CCCC2)N2CCc3ccccc3C2)c1 (stereo unspecified)	x	-7	-2	-2	0.2	2.3	2.7	7	0	0
CCc1nc(N2CCN(C(C)=O)CC2)c2c3c(sc2n1)CC(C(C)(C)C)CC3 (stereo unspecified)	-1.2	-1	-1	-91	-0.9	0.2	4.3	-23	0	-1
Cc1cccc(C)c1NC(=O)CSc1nnc(C)n1-c1ccccc1	-2.2	1	x	3	-0.7	3.7	1.0	-14	-8	4
Cc1ccc2[nH]c(=O)c(CNC(C)C)cc2c1	-0.2	1	x	8	1.5	2.2	-1.4	-1	2	-9
Cc1ccc(C(=O)O/N=C(\c2ccccc2)c2cccnc2)cc1	-4.1	-8	-3	-24	-0.5	4.2	0.2	-5	-1	2
O=C(CC(=O)Nc1cccnc1)Nc1cccnc1	-1.4	1	5	3	0.2	0.5	-1.1	3	2	5
CCOC(=O)c1c(C)[nH]c(C(=O)COC(=O)c2ccccn2)c1C	-2.1	0	-1	x	0.0	1.4	0.4	-18	8	-12
O=C(O)c1cc(S(=O)(=O)Nc2ccccc2C(=O)O)ccc1O	-1.1	0	4	2	-1.6	-0.1	0.0	6	-13	0
CSc1ccccc1C(=O)OCC(=O)Nc1cccnc1Cl	-0.2	-3	0	-21	1.6	3.0	0.8	5	5	-1
Cc1ccc(NC(=O)NC2CC(=O)N(c3ccc4c(c3)OCCO4)C2)cc1C (stereo unspecified)	-1.1	-1	-6	x	2.1	1.8	-1.5	14	3	2
CCc1cccc2c(C(=O)Cn3nnc(-c4ccc(OC)c(OC)c4)n3)c[nH]c12	-0.9	-1	x	12	2.0	1.1	0.2	-10	-22	-2
CC(C)c1ccccc1NC(=S)NCc1ccccc1F	-1.8	-1	-3	-14	-2.4	1.6	3.2	5	1	10
CCn1c(SCc2nc3sc(C(=O)O)c(C)c3c(=O)[nH]2)nc2ccccc21	-5.0	-1	-1	1	2.4	3.3	-1.1	-7	2	-6
Cc1cc(C)cc(OCC(=O)O/N=C(\N)Cc2ccc([N+](=O)[O-])cc2)c1	x	x	1	x	0.0	1.7	2.6	x	x	x
COC(=O)c1[nH]c2ccc(C)cc2c1NC(=O)CN1CCN(C(=O)c2ccccc2)CC1	x	-3	0	5	-1.1	-1.1	-0.6	-4	7	5
CC(=O)N1C2CCCCC2S[C@H]2CCCCC21 (stereo partly specified)	-0.2	-1	-5	-24	1.8	2.6	2.8	-3	-6	-13
CC(=O)Nc1cccc(NCC(=O)Nc2cc(S(=O)(=O)N3CCCCC3)ccc2Cl)c1	-0.1	2	-7	-6	-1.0	3.2	-0.6	-12	-1	-2
CCOc1ccccc1OCCn1nnc2ccccc21	-2.9	-1	5	12	-2.5	1.2	-0.6	-14	-1	-5
O=C1CC[C@@H](CN(Cc2ccccn2)Cc2nc(Cc3cccc(C(F)(F)F)c3)no2)N1	-2.6	1	-7	8	0.0	4.9	-0.9	-16	-4	x
Clc1ccc(CSc2nnc(CN3CCOCC3)n2-c2ccccc2)cc1Cl	-1.3	-2	x	-21	0.5	0.1	3.4	-16	-3	9
CN(C)C(CNC(=O)c1cc2ccccc2o1)c1ccco1 (stereo unspecified)	-1.3	0	1	16	-2.1	4.1	1.0	-12	-2	8
O=C(O)CCc1c(C(=O)O)[nH]c2ccccc12	-0.1	0	-1	39	-0.8	3.0	-3.4	-5	-7	0
Cc1ccc(NC(=O)CC2=NC(=O)C(CC(=O)Nc3ccccc3F)S2)cc1 (stereo unspecified)	-2.6	0	u	-15	0.2	1.2	2.0	-9	-1	-2
CCCCCCOc1ccc(/C(N)=N/O)cc1	-0.5	3	x	-19	1.6	4.8	0.6	-7	4	5
CCOc1cc(C(=O)Nc2nnc(C)s2)cc(OCC)c1OCC	0.4	0	1	-3	-2.0	2.1	1.0	-13	-7	2
COc1cc(CCC(=O)Nc2ccc(C)c(S(=O)(=O)N(C)C)c2)cc(OC)c1OC	-1.6	2	x	-21	0.3	2.0	-2.2	-6	17	0
Cc1cc(NC(=O)CC2Oc3ccccc3NC2=O)ccc1Br (stereo unspecified)	-0.2	2	-2	-7	2.3	0.4	1.6	-13	-6	-2
O=C1CCc2cc(NS(=O)(=O)c3ccc(Br)cc3)cc3c2N1CC3	-2.3	2	0	31	-0.3	0.1	-0.6	-4	-5	4
Cc1c(C(=O)Nc2ccccn2)oc2ccc(Br)cc12	-3.3	-14	35*	-16	-0.2	2.7	4.2	-7	3	9
Cc1oc2ccc(O)c(CN3CCOCC3)c2c1C(C)O (stereo unspecified)	-1.4	-1	x	25	0.0	2.7	5.0	-7	1	1
Brc1c(-c2ccc3c(c2)OCO3)nc2ncccn12	-2.6	0	13	x	0.3	2.0	4.5	-15	5	-7
CCCCn1c(=N)n(CC(O)c2ccccc2)c2ccccc21 (stereo unspecified)	-2.6	0	6	11	0.7	2.0	3.5	-18	8	-3
CC1=C(C(=O)Nc2ccc(C)cc2C)C(c2ccc([N+](=O)[O-])cc2)n2ncnc2N1 (stereo unspecified)	-0.8	0	5	17	-0.7	1.2	0.2	-7	-3	-2
COc1ccc(-c2c(=O)n(OCc3nc4ccccc4[nH]3)c3ccccc3[n+]2[O-])cc1	-1.6	-1	12	5	0.8	3.2	6.8	-11	-1	1
O=C(CNC(=O)c1ccc(Cl)cc1Cl)OCCCn1c(=O)[nH]c2ccccc21	-2.8	1	-2	3	1.6	0.1	0.9	-5	-1	5
O=C(Nc1cccc(O)c1)c1ccccc1[N+](=O)[O-]	0.1	-2	0	1	0.8	2.5	1.7	-8	4	2
COc1cccc(CNC(=O)CCC2CCCN(Cc3ccc4c(c3)CCO4)C2)c1 (stereo unspecified)	1.6	-3	1	3	1.6	0.9	4.2	9	7	3
Cc1ccsc1C(=O)NCCc1ccc(S(N)(=O)=O)cc1	-1.1	-1	0	-13	1.1	1.4	3.7	-11	5	-2
COc1ccc(CCNC(=O)CCn2c(=O)oc3ccccc32)cc1OC	-0.2	1	-7	-2	2.2	1.9	-1.0	3	6	4
CC(=O)N1CCc2cc(S(=O)(=O)NC(CC(C)C)C(=O)N3CCc4ccccc4C3)ccc21 (stereo unspecified)	-2.1	1	-5	-31	-1.3	3.2	0.1	-9	4	2
O=C(NCc1ccccn1)C(=O)Nc1nc(-c2ccccc2)cs1	-0.4	-3	-1	2	-1.6	2.7	-3.3	2	-1	2
Cc1c(C(=O)N2CCCCC2)oc2ccc(S(=O)(=O)N3CC(C)CC(C)C3)cc12 (stereo unspecified)	-0.5	-12	x	x	-0.4	x	5.7	-2	17	12
CCN(C(=O)c1ccccc1)c1ccc([N+](=O)[O-])cc1	-1.6	-1	4	7	-1.3	2.6	4.5	-14	2	-6
CCN(CC)C(=O)[C@H]1C[C@H](CC(=O)NCCCn2ccnc2)C(=O)N2CCc3c([nH]c4ccc(Cl)cc34)[C@]12C	0.6	-1	-2	0	-1.1	-0.1	-2.5	1	0	2
Cc1ccccc1NC(=O)CN(C)S(=O)(=O)c1ccc(-c2ccc(=O)[nH]n2)s1	-2.1	0	-2	3	-1.0	1.6	3.4	-13	3	5
Cc1cc(-n2cc(Br)c(=O)[nH]c2=O)nc(-c2ccccc2)n1	-2.8	3	3	3	0.0	0.5	-0.7	-5	-3	-3
CCOc1cc2c(cc1OC)C(NC(=O)C(F)(F)F)CC2=O (stereo unspecified)	0.3	0	x	10	-0.2	2.9	4.0	-4	-10	-2
CC(=O)C1=C(O)C(=O)N(c2ccc(Br)cc2)C1c1cccc([N+](=O)[O-])c1 (stereo unspecified)	-1.0	17	3	-6	-0.7	2.7	2.5	-5	7	-6
O=C(Nc1ccc2c(c1)C(=O)OC2)c1ccc(C(F)(F)F)cc1	-2.0	0	3	17	0.3	1.3	-1.5	-16	-12	-2
CCC(=O)Nc1nnc(SCC(=O)NCc2ccc3c(c2)OCO3)s1	-1.1	-3	-1	10	-0.4	0.7	4.0	-3	2	-9
O=C(c1ccc(-c2ccccc2)cc1)N1CCN(c2nc3ccccc3o2)CC1	0.2	-2	-2	-10	x	3.6	x	0	6	18
COc1cc(/C=N\Nc2nc3ccccc3[nH]2)cc(OC)c1OC	2.1	-1	-7	5	-2.9	-4.0	1.9	7	8	11
CN(C)c1ccc(-c2n(C)c3ccccc3[n+]2C)cc1	-2.2	-2	3	-5	-0.6	3.1	0.6	10	-9	29
Cc1nc(SCC(=O)Nc2ccnc3ccccc23)n[nH]1	-2.9	2	x	x	-0.8	1.8	-0.3	-17	-3	0
Oc1cc2c(cc1CN1CCN(c3cccc(C(F)(F)F)c3)CC1)CCC2	0.4	-11	x	1	1.4	2.5	-1.3	-6	-3	-1
CCOC(=O)N1CCN(S(=O)(=O)c2ccc(OCC(=O)OC)c(C)c2)CC1	-0.9	-3	x	x	2.7	0.2	2.2	-11	-1	3
CC(Sc1ccccc1)C(=O)N1CCN(S(=O)(=O)c2ccccc2C(F)(F)F)CC1 (stereo unspecified)	-2.8	-3	3	-13	-1.9	1.4	0.3	-13	-1	2
C=CCNc1nc(C(=O)OCC(=O)Nc2cc(S(C)(=O)=O)ccc2Cl)cs1	-1.7	-2	1	-1	2.2	0.5	0.7	-14	-6	x
CN(C)/N=C/c1ccc(P(c2ccc(/C=N/N(C)C)o2)c2ccc(/C=N/N(C)C)o2)o1	0.6	x	0	7	-1.7	0.7	1.2	-8	14	3
Cc1nnsc1S(=O)c1ccccc1Cl (stereo unspecified)	x	-2	-1	1	1.5	0.1	1.1	5	7	-1
COc1ccc(Cc2nnc(SCC(=O)Nc3cc(Cl)ccc3C)[nH]c2=O)cc1	-3.1	6	-4	11	-0.6	3.5	4.1	5	-3	6

Part of the list above, limited to phage Ecoli inh, Ecoli viability and PfHsp90 yeast 2:
| SMILES | phage Ecoli inh | Ecoli viability | PfHsp90 yeast 2 |
| --- | --- | --- | --- |
| C=CCNc1nc(C(=O)OCC(=O)Nc2cc(S(C)(=O)=O)ccc2Cl)cs1 | 0.5 | 2.2 | -1 |
| CN(C)/N=C/c1ccc(P(c2ccc(/C=N/N(C)C)o2)c2ccc(/C=N/N(C)C)o2)o1 | 0.7 | -1.7 | 7 |
